PAD4 FP inh – inhibitors of human PAD4; hit rate 0.41% among 330,000; inhibition, % at 6.36 µM; recombinant PAD4, RCA probe fluorescence polarization;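 active = percent inhibition above a cutoff equal to the mean of all tested compounds plus 3 SD, cut at about 15% in these data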;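 also: 0% = PAD4 with RCA probe and DMSO and 100% = probe without PAD4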
LYPLA1 counter – LYPLA1 (human) inhibition in PME1 counter-screen | recombinant LYPLA1, FP-Rh probe fluorescence polarization | O75608 | inhibition, % at 5.9 µM | hit rate 0.16% among 320,000;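 active = inhibition above the mean of all tested compounds plus 3 SD, set per campaign, cut at about 14% in these data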;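 also: inhibitors block serine hydrolase probe labeling of LYPLA1 so polarization falls; 0% = enzyme with DMSO and 100% = wells lacking LYPLA1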
PAFAH2 inh – PAFAH2 (human) inhibition; Q99487; recombinant PAFAH2, FP-rhodamine activity probe, fluorescence polarization; inhibition, % at 3.39 µM; hit rate 0.99% among 340,000; AID 492956;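 active = inhibition above the mean over all tested compounds plus 3 SD, cut at about 30% in these data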;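 also: inhibitors block probe labeling of enzyme so polarization drops; 0% = enzyme with DMSO and 100% = wells lacking PAFAH2 protein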
LYPLA2 counter – LYPLA2 (human) inhibition in PME1 counter-screen; O95372; recombinant LYPLA2, FP-Rh probe fluorescence polarization; inhibition, % at 5.9 µM; hit rate 0.38% among 320,000; AID 2177;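 active = inhibition above the screen-wide mean plus 3 SD, limit set per campaign, cut at about 26% in these data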;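 also: 0% = LYPLA2 with DMSO and 100% = wells lacking LYPLA2 enzyme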
Target sequence (O95372 whole entry, looked up): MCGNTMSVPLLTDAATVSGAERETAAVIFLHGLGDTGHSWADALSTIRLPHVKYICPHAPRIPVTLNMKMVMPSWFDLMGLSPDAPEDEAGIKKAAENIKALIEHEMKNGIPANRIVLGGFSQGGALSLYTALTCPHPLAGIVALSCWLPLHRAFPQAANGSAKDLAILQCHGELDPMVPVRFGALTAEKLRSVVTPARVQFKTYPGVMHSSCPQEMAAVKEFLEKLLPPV
PME-1 inh – blocks human protein phosphatase methylesterase 1. Q9Y570. recombinant PME-1, FP-Rh probe fluorescence polarization. inhibition, % at 5.9 µM. hit rate 0.53% among 320,000;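 active = inhibition above the campaign mean of all compounds plus 3 SD, cut at about 26% in these data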;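 also: competitive labeling of PME-1 active site by serine hydrolase directed probe; 0% = PME-1 with DMSO and 100% = wells lacking PME-1 enzyme; inhibitors block probe labeling so polarization falls and inhibition rises; many of its hits are not listed in these tables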
PAFAH1B3 inh – inhibitors of human PAFAH1B3 | Q15102 | recombinant PAFAH1B3, FP-rhodamine probe, fluorescence polarization | inhibition, % at 3.39 µM | hit rate 0.28% among 340,000 | AID 492972;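 active = inhibition above the screen-wide average of all tested compounds plus 3 SD, cut at about 25% in these data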;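 also: 0% = enzyme with DMSO only and 100% = wells lacking PAFAH1B3 protein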
PAFAH1B2 FP inh – PAFAH1B2 (human) inhibition. hit rate 1.2% among 340,000. inhibition, % at 3.39 µM. P68402. recombinant PAFAH1B2, FP-rhodamine activity probe, fluorescence polarization. AID 492953;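 active = inhibition above the mean of all tested compounds plus 3 SD, cut at about 24% in these data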;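 also: 0% = enzyme with DMSO and 100% = wells lacking PAFAH1B2; many of its hits are not listed in these tables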
GSTO1 counter – counter-screen for RBBP9 inhibitors: inhibitors of human GSTO1; inhibition, % at 5.96 µM; hit rate 1.1% among 300,000; recombinant GSTO1, activity-based probe fluorescence polarization; AID 1974; P78417;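 active = inhibition above the campaign mean inhibition plus 3 SD, cut at about 35% in these data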;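 also: 0% = GSTO1-1 with DMSO and 100% = wells lacking GSTO1-1 enzyme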
Target sequence (P78417 whole entry, looked up): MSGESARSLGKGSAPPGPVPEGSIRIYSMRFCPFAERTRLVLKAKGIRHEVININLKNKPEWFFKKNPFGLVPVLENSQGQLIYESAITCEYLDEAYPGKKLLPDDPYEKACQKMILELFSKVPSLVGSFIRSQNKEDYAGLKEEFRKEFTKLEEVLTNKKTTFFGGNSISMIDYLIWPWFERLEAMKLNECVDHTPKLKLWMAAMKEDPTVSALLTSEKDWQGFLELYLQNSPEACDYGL
pPAFAH FP inh – inhibitors of human plasma PAF acetylhydrolase (pPAFAH); inhibition, % at 3.39 µM; Q13093; hit rate 1.5% among 330,000; recombinant pPAFAH, FP-rhodamine probe fluorescence polarization;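 active = inhibition above the mean inhibition across the screen plus 3 SD, cut at about 25% in these data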;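 also: inhibitors block binding of the rhodamine activity-based probe so polarization drops; 0% = enzyme with DMSO and 100% = wells lacking pPAFAH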
Target sequence (Q13093 whole entry, looked up): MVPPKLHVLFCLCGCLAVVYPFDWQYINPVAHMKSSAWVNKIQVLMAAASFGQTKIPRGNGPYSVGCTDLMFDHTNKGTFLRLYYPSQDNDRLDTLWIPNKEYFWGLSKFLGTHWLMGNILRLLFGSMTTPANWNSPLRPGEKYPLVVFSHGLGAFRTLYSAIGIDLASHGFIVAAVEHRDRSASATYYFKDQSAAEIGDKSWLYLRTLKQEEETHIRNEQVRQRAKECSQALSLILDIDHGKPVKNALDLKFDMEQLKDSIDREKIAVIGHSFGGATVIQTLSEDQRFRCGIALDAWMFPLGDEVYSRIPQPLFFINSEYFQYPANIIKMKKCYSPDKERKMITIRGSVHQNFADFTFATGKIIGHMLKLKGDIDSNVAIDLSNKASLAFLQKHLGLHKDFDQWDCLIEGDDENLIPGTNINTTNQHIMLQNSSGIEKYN
The depositor's hits bear a star; · = no result given. Only part of the results is shown; the hit share may differ from the screen's.

SMILES | PAD4 FP inh | LYPLA1 counter | PAFAH2 inh | LYPLA2 counter | PME-1 inh | PAFAH1B3 inh | PAFAH1B2 FP inh | GSTO1 counter | pPAFAH FP inh
COc1ccc(CCNC(=O)Cn2c(=O)n(CC3CCCO3)c(=O)c3cc(OC)c(OC)cc32)cc1OC (configuration not stated) | -4 | 0 | 5 | -3 | -1 | 2 | 6 | 0 | 5
O=C(Nc1ccc(-c2cccc(F)c2)cc1)C1CCCN(Cc2ccccn2)C1 (configuration not stated) | 2 | -3 | 3 | 3 | -3 | 1 | 2 | -5 | 16
C=C(CO)C1Cc2cc(C(C)=O)ccc2O1 (configuration not stated) | 6 | -3 | -1 | 8 | -1 | 8 | -2 | 14 | 8
CC(NC(=O)C(C)N1CCN(Cc2ccccc2)CC1)c1ccc(F)cc1 (configuration not stated) | -1 | 3 | -15 | 1 | -3 | 6 | 2 | -3 | 3
CC(C)C[C@H](NC(=O)OC(C)(C)C)C(=O)N[C@@H](CO)[C@H](O)[C@@H]1C[C@@H]1C(=O)NC1CC1 | -1 | 6 | 0 | 3 | -1 | 9 | -1 | 9 | 5
Cc1ccsc1/C=N/NC(=O)CNC(=O)c1ccc(S(=O)(=O)N(C)C)cc1 | 0 | 5 | -4 | 13 | 5 | 5 | -1 | 6 | -1
O=C(CSc1ccccc1F)OCC(=O)N1CCN(C(=O)c2ccco2)CC1 | -2 | -4 | 13 | -4 | -2 | -1 | 2 | -3 | 20
CN(C)CC(C)(C)CNS(=O)(=O)c1ccc(Cl)s1 | 0 | 1 | 2 | -1 | -3 | 6 | 2 | 1 | 0
Cc1noc(C)c1CSc1ccccc1C(=O)Nc1nccs1 | -1 | -1 | 0 | -2 | 1 | 4 | 0 | -2 | 0
COc1ccc(C)cc1NC(=O)CN(C)S(=O)(=O)c1ccc2c(c1)CCCN2C(C)=O | 5 | 3 | -3 | -4 | 0 | 7 | 1 | -1 | 6
O=C(O)CCCCCN1C(=O)CSC1=S | -61 | -2 | -8 | 0 | -12 | 1 | 0 | 3 | -13
COc1ccc(CCNC(=O)COc2ncnc3ccccc23)cc1 | 4 | -3 | 6 | 1 | -8 | 4 | 2 | -1 | 0
CN(Cc1nc2ccc(Cl)cc2[nH]1)Cc1nc(-c2cnccn2)no1 | -3 | -1 | 1 | -1 | 4 | -2 | 3 | -5 | 5
O=C(CCC(=O)Nc1ccc(F)cc1)N/N=C/c1cc([N+](=O)[O-])ccc1O | -2 | -4 | -1 | -4 | -11 | 10 | 19 | 7 | 8
CCO[C@H]1OC(C(=O)NC2CC2)=C[C@@H](c2ccc(C(F)(F)F)cc2)[C@@H]1CCCO | -4 | 1 | -7 | 1 | -3 | 14 | 0 | 0 | 3
Cc1ccccc1OCC(=O)Nc1ccc2c(c1)Cc1ccccc1-2 | 2 | -5 | -7 | -9 | 3 | 1 | 0 | -6 | 3
O=C(NCc1nnc(SCC(=O)N2CCCC2)o1)c1ccco1 | -6 | -1 | 4 | 0 | 2 | 3 | -2 | 2 | -3
Cc1ccc(S(=O)(=O)N2CCC(C(=O)N/N=C/c3cccn3C)CC2)cc1 | -5 | · | 1 | · | · | 14 | 11 | · | -1
Cc1ccc2c(COC(=O)c3ccccc3Cl)cc(=O)oc2c1 | 2 | 0 | 10 | -2 | -2 | 4 | 5 | -9 | 1
Cc1ccc(S(=O)(=O)N2CCCCC2)cc1C(=O)NC1CCCCC1 | 0 | -1 | 1 | 3 | 5 | 4 | 15 | -3 | -2
CC(C)CC(=O)N1CCC(O)(CS(=O)(=O)Cc2ccccc2)CC1 | -3 | 5 | -3 | 1 | 2 | 10 | 0 | -4 | 0
COc1c(C(=O)N2CCCC2)ccc2ccccc12 | 1 | -2 | -4 | 1 | -1 | 2 | -3 | 7 | 0
Cc1ccc(Cl)cc1NC(=S)NCCCSC1CCCCC1 | 0 | -9 | 2 | -11 | -1 | 7 | 15 | -2 | 2
Cc1cc([N+](=O)[O-])nn1Cc1ccc(C(=O)N/N=C/c2ccc(O)cc2O)cc1 | -11 | -9 | -13 | -13 | 18 | 15 | 5 | -1 | 29*
Cc1cc(/C=N/n2cnnc2)c(C)n1-c1cccc(C(=O)O)c1 | -5 | -1 | 5 | 0 | -3 | 2 | -2 | 6 | 3

Arranged by the number under PAFAH1B2 FP inh (largest number first): seven from the list above
canonical_smiles | PAFAH1B2 FP inh
Cc1ccc(Cl)cc1NC(=S)NCCCSC1CCCCC1 | 15
COc1ccc(CCNC(=O)Cn2c(=O)n(CC3CCCO3)c(=O)c3cc(OC)c(OC)cc32)cc1OC (configuration not stated) | 6
Cc1cc([N+](=O)[O-])nn1Cc1ccc(C(=O)N/N=C/c2ccc(O)cc2O)cc1 | 5
O=C(Nc1ccc(-c2cccc(F)c2)cc1)C1CCCN(Cc2ccccn2)C1 (configuration not stated) | 2
COc1ccc(C)cc1NC(=O)CN(C)S(=O)(=O)c1ccc2c(c1)CCCN2C(C)=O | 1
Cc1noc(C)c1CSc1ccccc1C(=O)Nc1nccs1 | 0
O=C(NCc1nnc(SCC(=O)N2CCCC2)o1)c1ccco1 | -2

The list goes on.
SMILES | PAD4 FP inh | LYPLA1 counter | PAFAH2 inh | LYPLA2 counter | PME-1 inh | PAFAH1B3 inh | PAFAH1B2 FP inh | GSTO1 counter | pPAFAH FP inh
O=C(O)C1C2CCC(O2)C1C(=O)NCc1ccccc1Br (configuration not stated) | -2 | -1 | 4 | 4 | 2 | 3 | 2 | 3 | -1
Cc1nn(-c2ccccc2)c(C)c1-c1cc(C(=O)N/N=C/c2ccc(O)cc2)[nH]n1 | 0 | -9 | -4 | -11 | -1 | 4 | 2 | -11 | 6
COc1ccc(NC(=O)[C@@H](NS(=O)(=O)c2cccc(Cl)c2)C(C)C)cc1S(=O)(=O)N1CCOCC1 | 0 | · | 5 | · | · | 4 | 3 | · | 5
COc1ccc(NC(=O)CSc2ccccc2)c(OC)c1 | -6 | 1 | -1 | -2 | 11 | 4 | 5 | 4 | 8
CCN(CC)C(=O)c1ccc(O)c(OC)c1 | -1 | 0 | 0 | 2 | -2 | 6 | -3 | -1 | -1
COc1ccc(C(=O)OCn2nnc3ccccc3c2=O)cc1 | -3 | 0 | 43* | 5 | 5 | -4 | 8 | 5 | -2
N=c1oc2ccc3ccccc3c2cc1-c1nc(-c2ccccc2)cs1 | -1 | -1 | -5 | -3 | 0 | 5 | 0 | -1 | -2
Cc1ccc2c(c1)[C@H]1OCC[C@H]1[C@@H](c1ccncc1)N2 | -2 | 2 | 1 | -6 | -4 | 2 | 0 | 2 | 1
COc1ccc(NC(=O)Nc2ccc([N+](=O)[O-])cc2)cn1 | -2 | -6 | -2 | 7 | 5 | -3 | 7 | -3 | 8
COC(=O)c1cc(Br)c(=O)n(Cc2ccc3c(c2)OCO3)c1 | 2 | 0 | 1 | 1 | 1 | 2 | 3 | 0 | -1
O=C(CN(c1ccccc1)S(=O)(=O)c1ccc(F)cc1)N1CCCCCC1 | 1 | 0 | 4 | 0 | -2 | 3 | 3 | 3 | 3
COc1ccc2c(CCNC(=O)c3ccc([N+](=O)[O-])cc3)c[nH]c2c1 | -5 | -1 | 6 | -1 | 2 | -2 | 3 | 1 | 7
O=C(O)COCC(=O)Nc1cc(C(F)(F)F)cc(C(F)(F)F)c1 | -1 | 0 | -1 | 1 | -2 | 2 | 14 | 6 | 0
CC1=CC(C)(C)N(C(=O)CCl)c2cc(C)ccc21 | 3 | 4 | 5 | 4 | 6 | 6 | -3 | 20 | 2
CCCC(C)NC(=O)Cn1c(=O)c2c(ncn2CCC(C)C)n(Cc2ccccc2)c1=O (configuration not stated) | -1 | -2 | -2 | -1 | -1 | -1 | 2 | 3 | 1
Cc1csc(NC(=O)c2ccc3c(c2)OCO3)n1 | 4 | 1 | -10 | 1 | 5 | -1 | -2 | 9 | 2
COc1cccc(N2CCN(c3ccc(S(=O)(=O)N4CCN(C)CC4)cc3[N+](=O)[O-])CC2)c1 | 5 | · | 11 | · | · | 5 | 15 | · | 3
Cn1c(CN(O)S(=O)(=O)c2ccc(Cl)cc2)nnc1C(F)(F)F | 2 | 5 | -1 | 8 | 4 | 13 | 3 | -5 | 10
O=C(N/N=C/c1ccccc1)c1[nH]ncc1Br | -3 | 1 | 2 | 1 | 1 | -1 | 1 | 4 | 2
COC(=O)c1cccc(N2C(=O)C(Cl)=C(N3CCOCC3)C2=O)c1 | -8 | 4 | -6 | 2 | 2 | 4 | 10 | 8 | -1
O=C(Nc1cc(=O)[nH]c2ncnn12)c1ccccc1F | -2 | -2 | 0 | 2 | -1 | 1 | 1 | 1 | 5
O=C(NN=C1CCCC1)c1ccccc1O | -3 | -2 | 3 | 3 | -1 | 10 | 3 | 0 | 14
CCNc1nc2c(c(=O)n(C)c(=O)n2C)n1Cc1ccc(Cl)cc1 | -3 | 3 | 10 | 7 | 2 | 1 | 4 | -1 | 16
COc1cc(CNC(=O)c2nc(Cn3nc(C)c(Br)c3C)no2)cc(OC)c1 | 2 | -1 | 10 | 3 | 6 | 5 | 4 | 15 | -1
Cc1cc(C)n(/N=C/c2ccc(C(C)C)cc2)c(=O)c1C#N | 9 | 0 | -5 | -5 | -3 | 1 | 5 | 10 | -3

As entered above:
O=C(NN=C1CCCC1)c1ccccc1O in GSTO1 counter = 0
COc1cc(CNC(=O)c2nc(Cn3nc(C)c(Br)c3C)no2)cc(OC)c1 in PAD4 FP inh = 2
COC(=O)c1cccc(N2C(=O)C(Cl)=C(N3CCOCC3)C2=O)c1 in PAFAH1B2 FP inh = 10

Two entries drawn at random from those above:
SMILES | PAD4 FP inh | LYPLA1 counter | PAFAH2 inh | LYPLA2 counter | PME-1 inh | PAFAH1B3 inh | PAFAH1B2 FP inh | GSTO1 counter | pPAFAH FP inh
O=C(NN=C1CCCC1)c1ccccc1O | -3 | -2 | 3 | 3 | -1 | 10 | 3 | 0 | 14
COc1ccc(NC(=O)CSc2ccccc2)c(OC)c1 | -6 | 1 | -1 | -2 | 11 | 4 | 5 | 4 | 8

The list goes on:
SMILES | PAD4 FP inh | LYPLA1 counter | PAFAH2 inh | LYPLA2 counter | PME-1 inh | PAFAH1B3 inh | PAFAH1B2 FP inh | GSTO1 counter | pPAFAH FP inh
Cc1cccnc1Nc1ncnc(N)c1[N+](=O)[O-] | -1 | -3 | 1 | 2 | 1 | 6 | 1 | 11 | 0
CCOc1ccccc1OCCCC(=O)ON=C(N)c1ccccc1 | -1 | -2 | -6 | 2 | -6 | 9 | 4 | · | 1
CC1(OC(=O)C2CCCC2)C(=O)C=C2C=C(c3ccsc3)N(CCCCO)C=C2C1=O (configuration not stated) | -9 | 2 | -1 | 7 | 0 | 14 | 5 | 44* | 4
Cc1nc2ccccc2n1Cc1ccc(Br)cc1 | 4 | -3 | -1 | -6 | 1 | 1 | 3 | 6 | 0
Cc1cc(C)nc(/N=C(\N)Nc2ccc(CC(=O)OC(C)C)cc2)n1 | 3 | 0 | -3 | -4 | 0 | 6 | 2 | 3 | 3
CC(C)c1nc2sc3c(NCc4ccco4)ncnc3c2c2c1COC(C)(C)C2 | 0 | -2 | -3 | 1 | -9 | 9 | 5 | 1 | 1
